RGS4 inhibitor: blocks human RGS4-accelerated GTP hydrolysis. P49798. Transcreener GDP fluorescence polarization, RGS4-accelerated GTP hydrolysis. Potency, µM (top dose mostly 114 µM), for the others: at the top dose activity change, negative = inhibition, usual class: inhibitors. 390,000 compounds, 0.039% hits; note: potency is the fitted concentration of half-maximal effect; % is set by controls: 0 for no effect and ±100 for the full control effect; nearly all actives have a fitted effect of over 75% in size; some results filed as inactive show a strong effect at the top dose
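MLSMR compounds (23 nl, pin-transferred) preincubated 10 min at room temperature with a 500nM (2x) first reagent, then RGS4 at 900nM (2x) plus Transcreener GDP mix added; fluorescence polarization (620/688 nm) read before and after 90 min at 30 °C.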
ERG-DNA inh: blocks human ERG Ets domain binding to DNA; P11308; fluorescence polarization, His-ERG Ets domain / labelled DNA; Potency, µM (doses to about 76.9 µM), without a hit: top-dose FP activity, negative = inhibition, most hits filed as inhibitors; 370,000 compounds, 0.028% hits; active = well fitted inhibition curve with a large enough effect in the polarisation, with a control signal flat; inconclusive = small, poorly fitted or top-dose-only effect, or effect the other way, or a change in a side signal; inactive = no such curve, though single readings can be large or run the other way; the % refers to the polarisation;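 note: polarization taken with two DNA probes labelled with fluorescein and Texas red; potency is the fitted concentration of half-maximal effect; % of control where 0% means no effect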
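His-tagged ERG Ets domain (1 uM in the protein solution; 300mM KCl, 50mM Tris-HCl, 1mM EDTA, 1mM DTT, pH 7.5) received compound, then a probe mix of 5 nM fluorescein-DNA and 100nM Texas-615-DNA. Fluorescence polarization was read for both dyes.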
APE1 inh: blocks human APE1 abasic DNA cleavage | P27695 | recombinant APE1, TAMRA/BHQ-2 abasic DNA cleavage fluorescence | 350,000 compounds, 0.35% hits | Potency, µM (series often up to 65.8 µM), for the others: at the top dose activity change, negative = inhibition, usual class: inhibitors;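 note: potency is the fitted concentration of half-maximal effect; plate controls were vehicle for no effect and reference inhibitor for full effect; nearly all actives have a fitted effect of over 55% in size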
Target sequence (P27695 whole entry, looked up): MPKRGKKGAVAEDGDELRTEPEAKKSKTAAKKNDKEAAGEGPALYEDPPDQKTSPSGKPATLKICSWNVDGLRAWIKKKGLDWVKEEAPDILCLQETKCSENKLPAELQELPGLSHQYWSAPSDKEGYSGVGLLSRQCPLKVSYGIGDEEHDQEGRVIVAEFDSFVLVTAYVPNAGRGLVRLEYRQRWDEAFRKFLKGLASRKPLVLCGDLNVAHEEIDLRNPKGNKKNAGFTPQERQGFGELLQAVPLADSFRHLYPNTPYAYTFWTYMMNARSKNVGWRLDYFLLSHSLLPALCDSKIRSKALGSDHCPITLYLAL
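Readout is kinetic fluorescence (ex 525, em 598 nm) from cleavage of 50 nM TAMRA/BHQ-2 THF abasic duplex by 0.75 nM APE1, compound added 15 min beforehand at RT.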
POLH inh: DNA polymerase eta (human) inhibition; Q9Y253; Potency, µM (highest dose often 114 µM), inactives show at the top dose activity change, negative = inhibition, actives largely listed as inhibitors; 390,000 compounds, 1.2% hits; AID 588591; recombinant Pol eta, fluorescent DNA replication assay; note: potency is the fitted concentration of half-maximal effect; % is set by controls: 0 for no effect and ±100 for the full control effect
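Pol eta (10 nM) was preincubated with compounds for 15 min at room temperature, after which fluorescent replication substrate (50 nM final) was added to start the reaction. Fluorescence was read kinetically at 0 and 10 min.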
LDHA inh: blocks human lactate dehydrogenase A; P00338; purified LDHA, NADH/diaphorase-resazurin fluorescence; hits give low values; activity change, % (values are at about 110 or 230 µM); 480,000 compounds, 0.15% hits; AID 1347041; in the data active = activity change below about -30%; inconclusive = mostly about -25% to -30%;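 note: plate controls were DMSO wells for no effect and wells without enzyme for full effect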
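Enzyme activity of human lactate dehydrogenase 5 (2 nM; 0.06 mM NADH, 0.2 mM pyruvate, 5 min, RT) is measured via a resazurin/diaphorase fluorescence readout of residual NADH.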
Apoferritin bind: binds horse apoferritin like a general anesthetic; apoferritin/1-aminoanthracene competitive binding, fluorescence; Potency, µM (top dose mostly 77.5 µM), inactives show at the top dose activity change, negative = displacement, most hits filed as inhibitors; 350,000 compounds, 0.074% hits; AID 485281; note: potency is the fitted concentration of half-maximal effect; % is set by controls: 0 for no effect and ±100 for the full control effect; nearly all actives have a fitted effect of over 20% in size
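Read-out: endpoint 1-AMA fluorescence, excitation 380 nm and emission 535 nm, after compounds sit 10 min at room temperature with 10 uM horse-spleen apoferritin in 50% saturated 1-AMA/PBS. Values come from four-parameter Hill fits.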
POLK inh: DNA polymerase kappa (human) inhibition; 400,000 compounds, 0.53% hits; Potency, µM (series often up to 107 µM), without a hit: at the highest dose activity, negative = inhibition, actives largely listed as inhibitors; Q9UBT6; purified Pol kappa, fluorescent DNA synthesis assay, 10 min; note: potency is the fitted concentration of half-maximal effect; % is set by controls: 0 for no effect and ±100 for the full control effect
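Fluorescent qHTS in 1536-well format: enzyme (10 nM) and compound sat 15 min at room temperature before 50 nM substrate (final) was added. Signal taken at 0 and 10 min; no-enzyme buffer wells were negative controls.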
12-LOX inh: blocks human arachidonate 12S-lipoxygenase. 580,000 compounds, 1.1% hits. P18054. AID 1671190. purified 12hLO, xylenol orange hydroperoxide absorbance. Potency, µM (series often up to 108 µM), without a hit: at the highest dose activity change, negative = inhibition, hits mostly inhibitors; note: potency is the fitted concentration of half-maximal effect; % is set by controls: 0 for no effect and ±100 for the full control effect
Target sequence (P18054 whole entry, looked up): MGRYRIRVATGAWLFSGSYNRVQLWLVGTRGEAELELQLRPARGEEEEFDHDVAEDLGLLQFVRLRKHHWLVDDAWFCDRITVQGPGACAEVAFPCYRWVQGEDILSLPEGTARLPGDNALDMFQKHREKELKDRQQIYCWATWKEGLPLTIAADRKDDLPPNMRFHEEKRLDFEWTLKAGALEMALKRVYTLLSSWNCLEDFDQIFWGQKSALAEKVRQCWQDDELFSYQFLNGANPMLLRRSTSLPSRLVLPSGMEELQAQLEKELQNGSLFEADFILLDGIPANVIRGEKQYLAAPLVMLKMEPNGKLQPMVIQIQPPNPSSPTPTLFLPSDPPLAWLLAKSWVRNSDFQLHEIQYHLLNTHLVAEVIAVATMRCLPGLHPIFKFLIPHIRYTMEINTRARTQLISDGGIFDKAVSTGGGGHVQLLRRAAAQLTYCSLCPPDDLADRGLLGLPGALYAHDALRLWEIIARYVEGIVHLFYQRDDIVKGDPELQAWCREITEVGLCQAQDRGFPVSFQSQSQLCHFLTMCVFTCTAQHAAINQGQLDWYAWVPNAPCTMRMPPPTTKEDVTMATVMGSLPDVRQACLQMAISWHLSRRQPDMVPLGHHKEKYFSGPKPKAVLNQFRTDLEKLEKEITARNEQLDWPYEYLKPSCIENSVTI
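Hydroperoxide product was detected by ferrous iron/xylenol orange as the 573 to 405 nm absorbance ratio. Arachidonic acid at 40 uM (final) was turned over for 30 min at room temperature by 150 nM human 12hLO, pH 7.0 Hepes buffer, after 15 min compound preincubation.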
Pol beta inh: DNA polymerase beta (human) inhibition | Pol beta primer extension/strand displacement, fluorescence kinetic | P06746 | 340,000 compounds, 1.3% hits | Potency, µM (top dose mostly 114 µM), for the others: top-dose activity change, negative = inhibition, actives largely listed as inhibitors; note: potency is the fitted concentration of half-maximal effect; % is set by controls: 0 for no effect and ±100 for the full control effect
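Curves were derived by four-parameter Hill fits of normalized qHTS data. The kinetic fluorescent primer-extension read was taken at 0 and 10 min after 50 nM substrate, following a 15 min room-temperature preincubation of 10 nM enzyme with compounds.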
Active calls of the source: *; u = inconclusive; x = not tested or not shown; & = joins results of further samples; [ ] = remark or other dose. Unless noted, calls come from the whole dose curve; as a rule, active = well fitted curve in the direction sought with a large enough effect; inconclusive = small, poorly fitted or top-dose-only effect, or another doubt; inactive = no such curve, though single readings can be large; an effect the other way counts as inactive or inconclusive. This is a subset (hit frequency here may not be typical).

Order of values – RGS4 inhibitor | ERG-DNA inh | APE1 inh | POLH inh | LDHA inh | Apoferritin bind | POLK inh | 12-LOX inh | Pol beta inh
> Cc1ccc(C)c(NC(=S)NCc2cccs2)c1
 : -17% | -2% | 1% | -23% | -3 | -6% | -3% | u | -10%
> CCOC(=O)c1ccc(NS(=O)(=O)N2CCCCCC2)cc1
 : -2% | 8% | 3% | -29% | 1 | u | -8% | 46%[activator] | -14%
> COc1ccc(NC(C)=O)cc1NS(=O)(=O)c1cn(C)c(=O)n(C)c1=O
 : -10% | -8% | 55%[activator] | -8% | -1 | -9% | -7% | 0% | 8%
> O=S(=O)(NCc1cccnc1)c1cc(Cl)ccc1Cl
 : -6% | -6% | -1% | -5% | -9 | -10% | -19% | -23% | 81%
> CCN(CC)C(=O)Cn1cc(C(=O)C(=O)N2CCCc3ccccc32)c2ccccc21
 : -5% | 14% | -4% | -17% | 1 | -20% | 8% | 0% | -10%
> C=CCNCCCCOc1ccccc1
 : 2% | 3% | 1% | -18% | -2 | -6% | 1% | -21% | 27%
> COc1ccc(C(=O)Nc2nccs2)cc1OC
 : 43% | -3% | 12% | 14% | -1 | 4% | -2% | 0% | 3%
> CS(=O)(=O)c1ccccc1C(=O)Nc1ccc(-c2nc3ccccc3[nH]2)cc1
 : -44% | 11% | 26% | -8% | -9 | -6% | -1% | -23% | 19%
> COc1ccc(NC(=O)CCNC(=O)c2ccco2)cc1Cl
 : -8% | -7% | 16% | -8% | -4 | -4% | 0% | -1% | 20%
> N#Cc1cc(-c2ccc(Cl)cc2)cnc1Sc1ccccc1
 : -3% | -3% | 6% | -11% | -7 | -10% | -10% | -3% | 6%
> CC(=O)N1CCN(Cc2nc3cc(NC(=O)c4ccccc4)ccc3n2C)CC1
 : 23% | 1% | -1% | -21% | -1 | -7% | -9% | 0% | 1%
> Nc1cc(N)nc(SCCOc2ccccc2)n1
 : 11% | x | -2% | -1% | 0 | u | -9%[60.1 µM] | 8% | 17%
> C#CCN(C[C@@H](CC(C)C)NC(=O)OC(C)(C)C)S(=O)(=O)c1ccc(Br)cc1F
 : -39% | 1% | x | -24% | 2 | x | 5% | u | x
> CN(C)CC/C=C1\c2ccccc2COc2ccccc21
 : 21%[56.9 µM] | 1% | 12% | -3% | 0 | -6% | -16%[60.1 µM] | -16% | 17%[57.1 µM]
> CCC(OC(=O)c1cc2sccc2n1C)C(=O)NCC1CCCO1 (centres undefined)
 : 14% | x | 10% | 3% | -5 | -10% | -15% | 20% | 9%
> Cc1cccc(NC(=O)CSc2nc(=O)n(CCN3CCOCC3)c3c2CCC3)c1C
 : 23% | -3% | x | 3% | -4 | -3% | -8%[60.1 µM] | -18% | -10%
> Cc1ccc(-c2cccc(C3CC=CC4C3C(=O)N(Cc3ccccc3)C4c3cc(C)ccc3F)c2)cc1 (centres undefined)
 : 0%&-3% | 3% | -7%&-3% | -4% | -9 | 4%&-4% | 5%&-5% | 8% | 2%
> COc1ccc(C(=O)CC(=O)C(=O)Nc2cccc(F)c2)cc1
 : -9% | 14% | -5% | -7% | 8 | -1% | -7% | u | 23%
> O=C(NN=C1CCCCCCC1)c1ccc(F)cc1
 : u | -1% | -1% | -14% | -5 | -6% | -23% | -3% | 20%
> COCc1cc(C)nc(SCC(=O)Nc2ccccc2C)c1C#N
 : -36%[11.4 µM] | 0% | -4% | 3% | -4 | -7% | 0% | -5% | 38%
> CC(C)NC(=O)c1ccc(Cn2c(SCc3ccc(F)cc3)nc3cccnc32)cc1
 : 8% | 0% | x | 0% | -3 | -18% | -9% | -22% | -1%
> O=C(CCC(=O)NNC(=O)COc1ccccc1)NCc1ccccc1
 : -4% | -5% | -1% | -4% | -6 | -7% | -3% | 25% | -1%
> C(=C\c1ccccc1)/C=N/Nc1nc(N2CCCCC2)nc(N2CCCCC2)n1
 : -22% | -2% | -1% | -17% | -5 | 1% | -2% | -1% | -18%
> CCCC(=O)c1ccc(N2CCN(S(=O)(=O)c3ccccc3)CC2)c(F)c1
 : 7% | -2% | -3% | -1% | -6 | -21% | -1% | 0% | 2%
> Cc1ccc(-c2cn(S(=O)(=O)c3cccc([N+](=O)[O-])c3)nc2N)cc1
 : -6% | 7% | 18% | -12% | -9 | -20% | -3% | -3% | 103%
> CN(CC(=O)Nc1ccc(N2CCOCC2)cc1)C(=O)Cc1ccccc1
 : -33% | x | 22% | -18% | -5 | x | 0% | 333%[activator] | x
> CN(C(=O)COc1ccccc1)c1nnc(C23CC4CC(CC(C4)C2)C3)s1
 : 14% | -2% | 6% | 0% | -2 | -8% | 9% | -4% | -4%
> COc1ccccc1NC(=O)c1oc2ccccc2c1NC(=O)C1CC1
 : -29%[56.9 µM] | -5% | 2% | -6% | -1 | -13% | -3% | 0% | 0%
> CCOc1ccccc1NC(=O)c1ccc2c(c1)C(=O)N(C(C)(C)C)C2=O
 : 3% | 10% | -5% | -9% | -3 | -12% | -15% | 0% | 36%
> O=C(CN(Cc1ccccc1F)C(=O)c1csnn1)NC1CCCCC1
 : 0% | 1% | 13% | 1% | -3 | -1% | -24% | u | 10%

Of the compounds above, these have a furan ring, fused or not:
Order of values – RGS4 inhibitor | ERG-DNA inh | APE1 inh | POLH inh | LDHA inh | Apoferritin bind | POLK inh | 12-LOX inh | Pol beta inh
> COc1ccc(NC(=O)CCNC(=O)c2ccco2)cc1Cl
 : -8% | -7% | 16% | -8% | -4 | -4% | 0% | -1% | 20%
> COc1ccccc1NC(=O)c1oc2ccccc2c1NC(=O)C1CC1
 : -29%[56.9 µM] | -5% | 2% | -6% | -1 | -13% | -3% | 0% | 0%

Next part
Order of values – RGS4 inhibitor | ERG-DNA inh | APE1 inh | POLH inh | LDHA inh | Apoferritin bind | POLK inh | 12-LOX inh | Pol beta inh
> Cc1ccc(OCc2nnc(SCC(=O)O)n2N)cc1
 : -21% | x | -2% | -10% | -10 | -6% | 2%[60.1 µM] | u | 7%
> O=C(NCC(=O)N(c1ccc(F)cc1)C(C(=O)NC1CCCC1)c1cccnc1)c1cccs1 (centres undefined)
 : 0% | 0% | -1% | -11% | -10 | -7% | 5% | 10% | 0%
> O=C(c1ccccc1)c1ccc(C(=O)N2CCOCC2)cc1
 : 9% | -2% | -2% | 1% | -7 | -15% | -10% | 282%[activator] | 25%
> Cc1ccc(S(=O)(=O)N2CCC(C)CC2)cc1C(=O)NCCN1CCOCC1
 : -6% | -3% | 31% | -19% | 0 | -2% | -3% | 432%[activator] | 38%
> COc1cc2c3c(c1OC)C1(C=CC(=O)C=C1)CC3N(C(=O)c1ccccc1)CC2 (centres undefined)
 : 10% | -3% | -5% | -17% | -5 | -21% | 3% | -5% | 15%
> Cc1cccc(NC(=O)CCc2ccc(S(=O)(=O)NC3CCCCC3)cc2)c1
 : 3%[11.4 µM] | -8% | -3% | -9% | -5 | -4% | -11% | -15% | 85%
> CC1CCN(C(=O)CSc2nnc(-c3cccs3)o2)CC1
 : 10% | -11% | 74%[activator][12.4 µM] | -3% | -4 | -9% | 0% | 12% | 7%
> CN(Cc1ccc(OC(F)F)cc1)C(=O)c1ccc2nccnc2c1
 : 21% | 7% | 1% | 3% | 5 | -13% | -19% | 0% | 5%
> CCOc1ccc(NC(=O)c2ccc(OCC3CCCO3)cc2)cc1S(=O)(=O)N(CC)CC (centres undefined)
 : -24% | 9%[15.4 µM] | -10% | -6% | -6 | x | -10% | 28% | x
> COc1ccccc1N(CC(=O)NCCSCc1ccccc1)S(=O)(=O)c1ccc(C)cc1
 : 15%&-7% | 17%&12% | 11% | -9%&-8% | 1&-6 | 51%&65%[activator] | -4%&0% | u | 19%&-10%
> COc1cc(C)nc(NS(=O)(=O)c2ccc(C)cc2)n1
 : 12% | 0% | -1% | -19% | -4 | -2% | -1% | 0% | 8%
> Cc1ccc(S(=O)(=O)N(C)c2ccccc2C(=O)NC2CCCC2)cc1
 : 7% | 7% | 1% | -11% | -1 | -10% | 4% | -9% | 23%
> CN(Cc1ccccc1)S(=O)(=O)c1cccs1
 : 24% | x | -2% | -8% | 0 | u | -14% | 5% | -2%
> CN1c2ccccc2-c2nc3ccccc3n2C1c1ccncc1 (centres undefined)
 : -2% | 2% | -2% | -12% | -2 | -2% | -10% | 0% | 26%
> COc1ccc(OCC(=O)Nc2cc(-c3nn4c(C)nnc4s3)ccc2C)cc1
 : -35% | 5% | 23% | 5% | -6 | -5% | -12% | -54% | 34%
> Cc1ccccc1C(=O)N1CCC(C(=O)Nc2ccc(S(=O)(=O)N3CCOCC3)cc2)CC1
 : 6% | -6% | 14% | -12% | -6 | x | -7% | -4% | x
> COc1ccc2c(c1)c(CC(=O)O)c(C)n2C(=O)c1ccc(Cl)cc1
 : 6%[56.9 µM] | 0% | 4% | -7% | -3 | -10% | 7%[60.1 µM] | 2% | 29%
